Bioassay records as filed in PubChem.
12-LOX inh: Primary qHTS assay for inhibitors of human arachidonate 12S-lipoxygenase (ALOX12): Round 2. Polyunsaturated fatty acid lipoxygenase ALOX12 (Homo sapiens), P18054. purified 12hLO, xylenol orange hydroperoxide absorbance. Potency, µM (top dose mostly 108 µM), without a hit: at the highest dose activity change, negative = inhibition, usual class: inhibitors. hit rate 1.1% among 580,000; active = well fitted inhibition curve with a large enough effect; inconclusive = small, poorly fitted or top-dose-only effect, or another doubt; inactive = no such curve, though single readings can be large or run the other way
Target sequence (P18054 whole entry, looked up): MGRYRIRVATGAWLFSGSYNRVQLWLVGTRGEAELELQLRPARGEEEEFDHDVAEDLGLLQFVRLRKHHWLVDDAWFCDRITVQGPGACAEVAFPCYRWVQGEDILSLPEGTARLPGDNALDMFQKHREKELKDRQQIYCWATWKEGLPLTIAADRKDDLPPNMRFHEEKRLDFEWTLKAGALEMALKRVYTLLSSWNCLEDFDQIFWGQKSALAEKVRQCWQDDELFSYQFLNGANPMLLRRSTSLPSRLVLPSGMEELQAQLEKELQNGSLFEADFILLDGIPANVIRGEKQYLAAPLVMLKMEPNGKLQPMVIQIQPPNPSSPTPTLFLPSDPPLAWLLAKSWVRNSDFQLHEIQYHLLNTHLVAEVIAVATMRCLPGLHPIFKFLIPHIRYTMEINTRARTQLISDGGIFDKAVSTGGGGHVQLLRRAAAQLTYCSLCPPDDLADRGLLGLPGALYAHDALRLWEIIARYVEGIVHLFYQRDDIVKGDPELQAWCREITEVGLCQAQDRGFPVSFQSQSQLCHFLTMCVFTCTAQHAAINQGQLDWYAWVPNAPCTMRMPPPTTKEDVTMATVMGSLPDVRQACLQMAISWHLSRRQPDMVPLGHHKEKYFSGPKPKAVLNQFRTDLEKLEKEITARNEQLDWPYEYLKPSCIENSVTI
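Purified human 12hLO (150 nM final) in 25 mM Hepes, 0.01% Triton X-100, pH 7.0 was preincubated 15 min at room temperature with compound. Then 40 uM arachidonic acid was added, 30 min. Hydroperoxide was read by Fe-XO absorbance ratio 573/405 nm.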
* = called active by the depositor; ? = inconclusive; [ ] = another dose, or the depositor's remark. % is scaled to controls: 0 for no effect and ±100 for the full control effect; potency is read from the fitted curve at half-maximal effect. Only part of the results is shown; count on the stated rates, not on these rows.

SMILES	12-LOX inh
Cc1noc([C@@H]2CN(C(=O)c3n[nH]c4ccccc34)C[C@H]2C(N)=O)n1	33%
CC(C)CNC(=O)C(=O)NCCc1c[nH]c2ccccc12	?
CCN1c2cc(C(=O)Nc3ccc(Cl)c(F)c3)ccc2C(=O)N2CCCCCC21 (stereo unspecified)	-1%
CC(C)CCN1CC(Oc2cccc(C(=O)N3CCOCC3)c2)C1	-2%
CNC(=O)[C@@H]1CN(C(=O)CCc2c(C)noc2C)C[C@H]1c1n[nH]c(C)n1	2%
O=S(=O)(c1ccc2c(c1)OCCO2)c1nc(-c2ccco2)oc1N1CCN(c2ccccc2)CC1	9%
Cc1cccc(OC(=O)c2ccc(-c3ccccc3)cc2)c1	9%
CCCn1nc(C(=O)N(CC)CC(=O)NC2CCS(=O)(=O)C2)c2ccccc2c1=O (stereo unspecified)	-6%
Cc1ccc(-c2nc(C3CC(=O)N(c4ccc(F)c(Cl)c4)C3)no2)cc1C (stereo unspecified)	14%
COc1cccc(CNC(=O)[C@@H]2C[C@@H](O)CN2C2CCN(C(=O)c3ccc(C)nc3)CC2)c1	41%[activator]
CN1CCC(C(=O)N2Cc3ccccc3CC3(CCN(Cc4ccncc4)C3)C2)CC1 (stereo unspecified)	8%[6.33 µM]
CC(C)NC(=O)C1COC2(CCN(C(=O)c3cccc([N+](=O)[O-])c3)CC2)N1C(=O)c1ccccc1 (stereo unspecified)	-8%
O=C(O)c1nn(CC(=O)N2CCCC2)c(=O)c2ccccc12	-16%
COc1ccc(S(=O)(=O)Oc2ccc3c(c2)O/C(=C\c2cc(OC)c(OC)c(OC)c2)C3=O)cc1	6%
CCC(=O)Nc1ccc2nc(SCc3ccc(F)c4ccccc34)sc2c1	-17%
CN1CCC2(C1)CN(Cc1ccccc1)c1ccc(C(=O)N3CCOCC3)cc12 (stereo unspecified)	10%[176 µM]
COc1ccc(/C=C(/C#N)c2ccc(C(F)(F)F)cn2)cc1O	?
CCC1Oc2ccc(NC(=O)C3CCCC3)cc2CN(Cc2ccc(F)cc2)C1=O (stereo unspecified)	?
O=C(CC1CCCN(c2cn[nH]c(=O)c2)C1)Nc1cccc(Cl)c1 (stereo unspecified)	26%
c1ccc(CNc2nc(Nc3cccc4ccccc34)nc3ccccc23)cc1	?
CC(C)CNS(=O)(=O)/C=C/c1ccc(F)cc1CNC(=O)OC(C)(C)C	10%
O=C(CCn1cnc2sc3c(c2c1=O)CCCC3)NC1CC1	45%[activator]
COc1ccc(CCN2Cc3cc(NC(=O)c4ccccc4)ccc3OC(C)C2=O)cc1 (stereo unspecified)	50%[activator]
COc1cccc(CN2CCCC(NC(=O)NCc3cccs3)C2)c1 (stereo unspecified)	-4%
CC(C)(C)c1ccc2oc(CNC(=O)CN3C(=O)CNC3=O)nc2c1	14%
CCn1c(Cn2nnc(-c3ccc(C)cc3)n2)nc2cc(S(=O)(=O)N3CCCCC3)ccc21	7%
O=C(NCC1Cn2cccc2C(=O)N1Cc1ccccc1)c1ccccc1F (stereo unspecified)	-4%
Cc1[nH]c2ccccc2c1C(C(=O)O)N1CCN(Cc2ccccn2)CC1 (stereo unspecified)	?
Cc1nonc1CC(=O)N1CCC(c2nnc(Cn3cccn3)n2C)CC1	5%
N#Cc1c(-c2ccccc2)cc(-c2cccs2)nc1SCCS(=O)(=O)c1nc2ccccc2s1	?
CN(CCc1ccccn1)[C@@H]1[C@H](O)[C@H](CO)O[C@@H]1CN(Cc1ccc(F)cc1)Cc1ccc(F)cc1	?
Nc1nccc(N2CCCC(Cc3ccccc3F)(C(=O)O)C2)n1 (stereo unspecified)	31%
Cc1cc(C(=O)OCC(=O)N(C)Cc2ccc(F)cc2)c2ccccc2n1	3%
N#Cc1ccc(CN2CCC(c3nn(Cc4ccccc4)c(=O)[nH]3)CC2)cc1	34%[activator]
CCOc1ccc(-c2nc3cc(NC(=O)c4ccccc4OC)ccc3o2)cc1	-5%
O=C(OCC(=O)C12CC3CC(CC(C3)C1)C2)c1ccccc1Cl	?
O=C1N(Cc2cccc(F)c2F)CCCC1(O)CN1CCOCC1 (stereo unspecified)	47%[activator]
O=CN1CCN(C(=O)CCC(=O)O)CC1	2%
O=C(Nc1ccccc1)N1CCC2(CC1)CC(N(C(=O)c1ccccc1)C1CC1)CCO2 (stereo unspecified)	33%[activator]
O=C(c1ccc(F)cc1)N1CCC2(CC1)CN[S+](=O)([O-])c1cccnc1O2	?
O=C(COC(=O)c1cc(Cl)ccc1[N+](=O)[O-])Nc1ccc2c(c1)OC(F)(F)O2	-20%
CC(C)c1nc(N(C)CCO)c(C#N)c2c1CCCC2	12%
O=C1c2c(nc(COc3cccc(F)c3)n2Cc2ccccc2)NCCN1CCOc1ccccc1	9%
CCCCNC(=O)C1c2ccccc2OCC(=O)N1Cc1ccco1 (stereo unspecified)	-7%
Cn1c(=O)c(CCc2ccccc2)nc2cnc(N3CCOCC3)nc21	?
CC1(C)CC2(C)OC(=O)OC2(C)c2ccccc21 (stereo unspecified)	?
Cc1ccc(C(=O)N2CC[C@H]3C(=O)NCCCCCCN(Cc4ccncc4)[C@@H]3C2)s1	78%[activator]
COC(=O)c1ccccc1OCc1ccccc1	14%
CCC(C)NC(=O)Nc1cc(C(=O)NC)ccc1C (stereo unspecified)	-33%
COCCc1noc(-c2nc(-c3ccccc3)no2)n1	26%
COc1ccc2nc([C@H]3CCN(C4CCN(C)CC4)C3)[nH]c2c1	21%[176 µM]
Cc1ccc(-n2nnc(C(=O)NCc3ccccn3)c2C)cc1F	38%[activator]
NC(=O)c1cc(Cc2ccccc2)sc1NC(=O)c1cccnc1	?
CCCCN(CCCC)C(=S)SCC(=O)n1c2ccccc2c2ccccc21	-32%
CCc1cccc(CC)c1NC(=O)CSc1nc2ccccc2o1	0%
CCc1ccccc1NC(=O)CSc1nnc(-c2cc3cccc(OC)c3o2)n1N	18%
COc1ccc(C2Cn3nnc(-c4noc(C5(c6ccccc6)CC5)n4)c3CO2)cc1 (stereo unspecified)	-11%
O=C(N[C@@H]1CN(C(=O)c2ccc3nc[nH]c3c2)CC[C@@H]1CO)C1CC1	39%[activator]
COCc1nnc(NC(=O)Cn2ccc3c(Cl)cccc32)s1	-26%
COc1ccc2c(c1)c(C(C(=O)O)N1CCN(Cc3ccncc3)CC1)cn2CCC(=O)O (stereo unspecified)	?

Next section, starting with the last two of the part before.
SMILES	12-LOX inh
COCc1nnc(NC(=O)Cn2ccc3c(Cl)cccc32)s1	-26%
COc1ccc2c(c1)c(C(C(=O)O)N1CCN(Cc3ccncc3)CC1)cn2CCC(=O)O (stereo unspecified)	?
Cc1[nH]c2ccccc2c1C(=O)c1cc(Cc2ccccc2)sc1N	?
c1ccc(SCc2nnc3sc(-c4ccccn4)nn23)cc1	?
CCC(C(=O)NCc1ccccc1)n1c(Cc2cc(F)cc(F)c2)nc2ccccc21 (stereo unspecified)	?
CSc1nnc([C@H](CC(C)C)NC(=O)OC(C)(C)C)o1	11%
O=C(CCC[C@@H]1[C@H]2CCCN3CCC[C@@H](CN1Cc1cccnc1)[C@@H]23)NCCN1CCOCC1	82%[activator]
COCc1nc(CCNC(=O)C(C)Oc2ccccc2)no1 (stereo unspecified)	36%[activator]
Cc1cc(Nc2cccc(Cl)c2)nc2ccc(NC(=O)CCC3CCCC3)cc12	?
Cc1c(CC(=O)O)c(=O)oc2cc(OCc3ccc(F)cc3)ccc12	-2%
Cc1csc(CNC(=O)c2ccc(C)c(C)c2)n1	15%
Cn1c(-c2cn(C3CCNCC3)nn2)nc2ccccc21	13%
C=CCn1c(N2CCN(Cc3cccc4ccccc34)CC2)nc2c1c(=O)[nH]c(=O)n2C	?
NC(=O)Nc1cc(-c2ccc(CN3CCOCC3)cc2)sc1C(N)=O	-24%[57.4 µM]
CNCC(=O)N[C@@H]1C=C(C(=O)N[C@H](CC(C)C)C(N)=O)C[C@@H](O)[C@@H]1O	61%[activator][176 µM]
O=C(NC1CCCCCCC1)c1ccccc1C(F)(F)F	11%
CCc1cccc2c(C(CC(=O)NCc3ccc(F)cc3)c3cccc(OC)c3OC)c[nH]c12 (stereo unspecified)	-24%
CCOc1cc(COC(=O)c2cccc(S(=O)(=O)N3CCCC3)c2)ccc1OC(F)F	-9%
CC(C)Oc1ccc(C(=O)N2[C@@H]3CC[C@H]2CC(NC(=O)c2ccc(F)cc2)C3)cc1 (stereo partly specified)	14%
O=c1c2cc(Cl)ccc2ncn1Cc1coc(-c2cccs2)n1	-18%
Cc1cc(C)n(Cc2ccc(C(=O)N(Cc3nccn3C)C3CC3)cc2)n1	2%
COc1ccc(C(=O)N[C@@H]2CN(Cc3cccc(OC)c3)CCC[C@H]2O)cc1	22%[176 µM]
CCOc1ccccc1NC(=O)Cn1ccn2nc3c(c2c1=O)CCCC3	-7%
COc1ccc([S+](=O)([O-])N2CCC3(CC2)OCCN(CCc2ccccc2)C3=O)cc1	?
CC(C)(C)c1cnc([C@@H]2COCCN2CC2CC2)[nH]1	19%[176 µM]
Cn1nccc1C(=O)N1CCC(N2C(=O)C3(CCCCC3)C2c2ccccc2)CC1 (stereo unspecified)	15%
Cc1noc(C)c1[S+](=O)([O-])N1CCCC(c2nn(-c3cccc(Cl)c3)c(=O)[nH]2)C1 (stereo unspecified)	1%
CCCCCCCCCCCCCCCC(=O)OC(CO)CO	35%[activator]
Cn1cc(CN2CCC3(CC2)COc2ccccc2C(=O)N3)cn1	1%[176 µM]
Cc1oc(-c2ccccc2)nc1CC(=O)NCc1ccco1	50%
CC(C)CCN1NC2(CCC(C(C)(C)C)CC2)NC1=S (stereo unspecified)	?
Cc1cccc2sc(NC(=O)NC3CC(=O)N(c4ccc5c(c4)OCCO5)C3)nc12 (stereo unspecified)	?
CCc1ccc(CNCC(O)c2ccccc2)cc1 (stereo unspecified)	-18%
CC(C)=CC1C(C(=O)NCc2ccccc2OC(F)F)C1(C)C (stereo unspecified)	11%
CCCn1c(C)cnc1CCNC(=O)CCC1CCCC1	91%[activator]
COc1ccccc1-c1cc(C(=O)N2CCOCC2)nn2cnnc12	?
Cc1cn2nc(C(=O)N3CCC(NC(=O)c4cccc(Cl)c4)CC3)cc2c(=O)[nH]1	25%
CCc1c(C)nc(-c2ccc(F)cc2)n(CC(=O)Nc2ccc(OC)c(OC)c2)c1=O	-29%
CC(NC(=O)c1cc[n+]([O-])cc1)c1ccc(-c2ccccc2)cc1 (stereo unspecified)	6%
COc1ccc(C2Cn3cnc(C(=O)N4CCC(C(=O)NC(C)c5ccccc5)CC4)c3CO2)cc1 (stereo unspecified)	42%
Nc1ccccc1C1CC1	7.1µM*
CCOC(=O)[C@]12CCCC=C1N(Cc1ccccc1)C(=O)[C@H](CC(=O)NCCc1ccccc1OC)C2	-8%
O=C1CCCCN1Cc1nc(C2CCOC2)no1 (stereo unspecified)	55%[activator]
COc1ccc(C(=O)N2Cc3[nH]cnc3C[C@H]2c2nc(-c3ccc(OC(F)(F)F)cc3)no2)cc1	60%[activator]
COCC(=O)N1CCC(CCOc2ccc(C)cc2)C1 (stereo unspecified)	54%[activator]
O=C(CC1Sc2ccc(C(F)(F)F)cc2NC1=O)NOC1CCCCO1 (stereo unspecified)	3%
COc1cccc(Oc2c(C)oc3cc(OC(=O)c4ccc5c(c4)OCO5)ccc3c2=O)c1	17%
CN1C[C@H](NCc2cnn(C)c2)CCC[C@@H](C(=O)NC2CC2)CC1=O	9%[176 µM]
O=C(NCc1ccccc1)C(Sc1nc2ccccc2o1)c1ccccc1 (stereo unspecified)	-7%
CCCCOCCCNC(=O)C[C@@H]1C[C@@]2(C(=O)OC)CCCCC=C2N(Cc2ccc3c(c2)OCO3)C1=O	-50%

7 entries from above, arranged by heavy-atom count, low to high:
SMILES	12-LOX inh
Nc1ccccc1C1CC1	7.1µM*
O=C1CCCCN1Cc1nc(C2CCOC2)no1 (stereo unspecified)	55%[activator]
CN1C[C@H](NCc2cnn(C)c2)CCC[C@@H](C(=O)NC2CC2)CC1=O	9%[176 µM]
COc1ccc(C(=O)N2Cc3[nH]cnc3C[C@H]2c2nc(-c3ccc(OC(F)(F)F)cc3)no2)cc1	60%[activator]
COc1ccc(C2Cn3cnc(C(=O)N4CCC(C(=O)NC(C)c5ccccc5)CC4)c3CO2)cc1 (stereo unspecified)	42%
CCOC(=O)[C@]12CCCC=C1N(Cc1ccccc1)C(=O)[C@H](CC(=O)NCCc1ccccc1OC)C2	-8%
CCCCOCCCNC(=O)C[C@@H]1C[C@@]2(C(=O)OC)CCCCC=C2N(Cc2ccc3c(c2)OCO3)C1=O	-50%

Further entries.
SMILES	12-LOX inh
COc1ccc2nc([C@H]3CCN(Cc4cccc(OC(F)(F)F)c4)C3)[nH]c2c1	40%[activator][176 µM]
O=C1CCCN1CCCN1C(=O)[C@H]2CN(Cc3ccccc3)C[C@H]2C1=O	59%[activator]
Cc1cccc(C(=O)NCCc2c[nH]c3ccc(Cl)cc23)c1	-13%
Cn1ccc(C(=O)N2CC3ON=C(C(=O)N4CCOCC4)C3C2)n1 (stereo unspecified)	1%[6.33 µM]
CCCCCC(=O)NC(N1CCCCC1)C(Cl)(Cl)Cl (stereo unspecified)	?

A few values from the entries so far:
12-LOX inh with COCc1nnc(NC(=O)Cn2ccc3c(Cl)cccc32)s1 is entered as -26%
12-LOX inh with COc1ccc(C(=O)N2Cc3[nH]cnc3C[C@H]2c2nc(-c3ccc(OC(F)(F)F)cc3)no2)cc1 is entered as 60%[activator]
12-LOX inh with CC(C)NC(=O)C1COC2(CCN(C(=O)c3cccc([N+](=O)[O-])c3)CC2)N1C(=O)c1ccccc1 (stereo unspecified) is entered as -8%
12-LOX inh with CCN1c2cc(C(=O)Nc3ccc(Cl)c(F)c3)ccc2C(=O)N2CCCCCC21 (stereo unspecified) is entered as -1%
12-LOX inh with Cc1c(CC(=O)O)c(=O)oc2cc(OCc3ccc(F)cc3)ccc12 is entered as -2%
